# West Nile antiviral: inhibition of WNV-induced cytopathic effect – cell-based, CPE readout (AID 1621). West Nile virus-infected cells, CPE inhibition; higher % means a stronger effect. one-dose CPE inhibition, % at 10 µM; IC50 in µM for titrated hits. hit rate 0.02% among 290,000; in the data active means a potency from the dose series; inconclusive means CPE inhibition mostly from about 3.7% at the one dose, without a potency; inactive means the rest, 99 in 100 with CPE inhibition below about 2.2%; further: strong numbers were not always called active
# K1F lysis inhibition: protection from phage-mediated lysis, alamar blue read-out – E. coli UTI89, K1F phage, bacterial capsule biogenesis inhibitors (AID 488966); E. coli UTI89 K1F phage lysis, alamar blue, 2 h; higher % means a stronger effect; inhibition, % at 100 µM; hits with a dose series show IC50 in µM; hit rate 0.02% among 340,000;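 active means phage lysis inhibition, versus mean bacterial control, above a set limit; inconclusive means no clear call, values can overlap the other calls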;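 further: capsule biogenesis inhibitors block K1F phage lysis so surviving cells raise fluorescence; higher fluorescence means more inhibition of phage lysis; actives were called in the ten point dose series up to 300 µM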
# Yfh1-depleted yeast: enhancers of respiration in Yfh1-depleted yeast, dose response, Friedreich's ataxia, plus single-dose screen (AID 1465) | hit rate 0.074% among 220,000 | fold induction at 50 µM; hits with a dose series show EC50 in µM | S. cerevisiae Yfh1-off respiration, WST-1 reduction, 72 h; higher fold induction means a stronger effect;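 active means fold induction of absorbance versus untreated yeast above a set limit, then at least 30% activation at any dose in follow-up; inconclusive means repeats straddling the limit, or above it without dose testing; inactive means fold induction below the set limit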;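 further: activators that raise dye reduction in frataxin-depleted yeast; strong numbers were not always called active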
# Large T inhibition: TAg ATPase/helicase activity blockers – biochemical (AID 1903); SV40 large T antigen ATPase/helicase inhibition assay; higher % means a stronger effect; one-dose inhibition, % at 20 µM; IC50 in µM for titrated hits; hit rate 0.39% among 310,000; in the data active means a potency from the dose series; inconclusive means inhibition mostly from about 32% at the one dose, without a potency; inactive means the rest, 99 in 100 with inhibition below about 32%; further: strong numbers were not always called active
# RSV antiviral HEp-2: inhibition of RSV-induced cytopathic effect – HEp-2 cells, primary 10 µM value included (AID 2391); hit rate 0.13% among 310,000; CPE inhibition, % at 10 µM, or IC50 in µM where a hit was titrated; HEp-2 cells, RSV-induced CPE inhibition; higher % means a stronger effect; in the data active means a potency from the dose series; inconclusive means CPE inhibition mostly from about 23% at the one dose, without a potency; inactive means the rest, 99 in 100 with CPE inhibition below about 21%; further: strong numbers were not always called active
# ER stress rescue: rescue of cells from ER stress-induced death, primary screen, 384-well, CSM14.1, thapsigargin, ATP luminescence (AID 1222). 190,000 tested, under 10 active. CSM14.1 thapsigargin-induced death rescue, ATP luminescence; higher % means a stronger effect. one-dose cellular ATP content (survival), % at 20 µM; EC50 in µM for titrated hits;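 active means EC50 below 50 µM in the dose-response confirmation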;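 further: death triggered by thapsigargin at about 15 µM added after 2 h compound pretreatment; cell ATP read after overnight thapsigargin exposure of roughly 18 to 22 hours; normalized against plate controls of thapsigargin alone and 5% DMSO vehicle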
# XIAP displacement: XIAP antagonists, biochemical, IAP family, fluorescence polarization (AID 1018) | XIAP BIR domain, fluorescence polarization peptide displacement; higher % means a stronger effect | hit rate 0.007% among 200,000 | displacement, % at 20 µM, or IC50 in µM where a hit was titrated; in the data active means displacement above about 50%; further: a part of the inactive calls stands beside numbers as strong as those of hits
# WT yeast gro inh: growth inhibition of WT yeast, mitochondrial fusion screen | mitochondrial fusion phenotypic screen, WT strain | inhibition, % at 10 µM | hit rate 2.1% among 190,000 | AID 1362; in the data active means inhibition above about 58%; tested in S. cerevisiae
# NS5 inhibitors: Dengue-2 NS5 methyltransferase inhibitors, primary screen, biochemical, confirmation dose response (AID 588689); inhibition, % at 25 µM; hits with a dose series show IC50 in µM; Dengue-2 NS5 methyltransferase capping enzyme assay, biochemical; higher % means a stronger effect; hit rate 0.3% among 340,000; in the data active means a potency from the dose series; inconclusive means inhibition above about 29% without an active follow-up result
# WT yeast gro inh mutant strain: second read-out of WT yeast gro inh, no call of its own (marks repeat the call); inhibition, %; mitochondrial fusion phenotypic screen, mutant strain inhibition
# NS5 inhibitors pilot replicate: also measured in NS5 inhibitors; calls as there; inhibition, %; measured here: pilot screen replicate inhibition
# Numbers without * were called inactive; i = inactive; ? = inconclusive; nt = not tested or not shown; [ ] = another dose, or the depositor's remark.
SMILES,West Nile antiviral,K1F lysis inhibition,Yfh1-depleted yeast,Large T inhibition,RSV antiviral HEp-2,ER stress rescue,XIAP displacement,WT yeast gro inh,WT yeast gro inh mutant strain,NS5 inhibitors,others
CCOc1cc(/C=C2\SC(N3CCCC(C)C3)=NC2=O)ccc1O (stereo unspecified),-0.2%,-0.5%[50 µM],nt,32%,2.4%,nt,nt,nt,nt,-44%,
CCOC(=O)c1ccc(NC(=O)c2cc3c(C)nn(-c4ccccc4Cl)c3s2)s1,0.2%,-1.9%,i,6%,7.5%,-2.6%,-12%,-3,-24,-12%,
CC1(C)CC(=O)C2=C(C1)OC(N)=C([N+](=O)[O-])C2c1ccc(F)cc1 (stereo unspecified),0.4%,nt,i,4%,6.8%,nt,nt,nt,nt,nt,
CCC(C)[C@H](NC(=O)N1CCn2c1nc1ccccc12)C(=O)NCCc1ccccc1 (stereo partly specified),-0.4%,0.1%,nt,17%,3.6%,nt,nt,nt,nt,-1%,
Nn1c(SCc2cn3ccsc3n2)nnc1-c1ccncc1,nt,1.2%,nt,20%,1.8%,-2.4%,-1.5%,19,9,7%,
OCCSc1nc(-c2ccccc2)nc2c1CCC2,-0.1%,-0.1%,i,7%,5.3%,-0.5%,-4.0%,-6,8,-4%,
COc1ccc(CNS(=O)(=O)c2cn(C)c(=O)n(C)c2=O)cc1,0.5%,-0.3%,nt,0%,1.4%,nt,nt,nt,nt,-6%,
COC(=O)CCC(=O)OC1(C)C(=O)C=C2C=C(C3CC3)N(Cc3ccco3)C=C2C1=O (stereo unspecified),0.5%,0.6%,i,37%,0.1%,nt,nt,nt,nt,27%,
CCOC(=O)C1(CCc2ccccc2)CCN(Cc2ccc(C(=O)OC)cc2)CC1,-0.6%,0.1%,nt,2%,20%,nt,nt,nt,nt,-7%,
COc1cc(CNc2ccc(O)cc2)cc(Br)c1OCc1ccccc1,-0.2%,0.8%,i,17%,9.1%,-0.4%,-2.8%,7,15,49%,
CC(C)NS(=O)(=O)c1ccc(CCC(=O)Nc2ccc3c(c2)OCCO3)cc1,-0.5%,1.9%,i,11%,2.0%,-1.8%,-12%,5,10,-9%,
Cc1cc(NC(=O)c2cccc(Br)c2)n[nH]1,nt,4.0%,nt,10%,0.1%,nt,nt,nt,nt,1%,
COc1cccc(NC(=O)C2CCN(C(=O)NC3CCCCC3)CC2)c1,-0.3%,-1.3%,nt,5%,1.6%,nt,nt,nt,nt,1%,
Cc1cc(-c2nnc3n2N=C(c2ccccc2)CS3)n[nH]1,0.3%,0.2%,i,6%,0.2%,nt,nt,nt,nt,-9%,
O=C(c1ccc(CS(=O)(=O)c2cccc(C(F)(F)F)c2)o1)N1CCN(c2ccccn2)CC1,-0.7%,2.5%,i,24%,3.2%,-0.5%,-5.7%,6,10,-2%,
Cn1c(=O)cc(N2CCc3ccccc32)[nH]c1=O,0.1%,-0.3%,i,10%,-0.4%,-1.0%,-0.8%,8,3,-6%,
CN(C)c1ccc(C2/C(=C(/O)c3ccccc3)C(=O)C(=O)N2CCCC(=O)O)cc1 (stereo unspecified),0.3%,-0.2%,i,14%,0.7%,nt,nt,nt,nt,17%,
C/C(=N\NC(=O)c1cccc(S(=O)(=O)N2CCCC2)c1)c1ccc(OCC(=O)N(C)C)cc1,nt,1.8%[50 µM],nt,5%,2.5%,nt,nt,nt,nt,-1%,
Cc1ccc(/C=N/NC(=O)c2cccnc2)s1,?,-0.2%,i,10%,0.7%,nt,nt,nt,nt,3%,
N#CCc1ccc(NC(=O)/C=C/c2ccc([N+](=O)[O-])o2)cc1,-1.7%,-0.1%,i,22%,nt,-1.6%,-5.8%,-13,14,-14%,
Nc1ccccc1Sc1nc2ccccc2[nH]1,-1.3%,5.6%,i,22%,-0.1%,-1.9%,-6.6%,45,45,-8%,
CCNS(=O)(=O)c1ccc(CCC(=O)N2CCN(c3cc(Cl)ccc3C)CC2)cc1,-1.1%,0.3%,nt,10%,5.7%,nt,nt,nt,nt,-2%,
COc1ccc(CN2CCN(Cc3ccccc3C(F)(F)F)CC2)c(OC)c1,-0.4%,0.2%,nt,6%,-3.0%,nt,nt,nt,nt,-2%,
COc1cc(C(=O)NC(=S)Nc2ccccc2[N+](=O)[O-])cc(OC)c1OC,-0.1%,0.1%,i,10%,5.7%,-0.5%,-2.8%,4,16,1%,
O=C1C2CCCN2c2ccc(S(=O)(=O)N3CCOCC3)cc2N1Cc1ccccc1F (stereo unspecified),-0.4%,-0.5%,i,6%,38%,-2.8%,-1.2%,-1,-1,-4%,
C/C(N)=C(/C#N)C(=O)COC(=O)c1ccccc1O,0.1%,2.9%[50 µM],i,11%,1.5%,-4.9%,-1.8%,-1,-3,-3%,
CCN(CC)CCCN1CC(O)=C(c2nc3ccccc3s2)C1=N,22%,-0.3%,i,12%,0.0%,-1.8%,-2.2%,-24,-12,-9%,
CCc1ccccc1NS(=O)(=O)c1ccc(OC)c2ncccc12,-0.2%,-0.3%,nt,2%,41%,nt,nt,nt,nt,-7%,
COc1ccc(/C=C/C(=O)Nc2ccncc2)cc1OC,-0.4%,5.5%,i,10%,-1.5%,0.6%,-2.2%,-1,-6,0%,
CCc1nnc(NC(=O)CSc2nnc(CSc3nc(C)cc(C)n3)o2)s1,0.3%,0.1%[50 µM],i,nt,-0.2%,0.2%,-4.6%,nt,nt,-3%,
Cc1ccc2c(c1)Cc1nc3ccccc3nc1-2,-0.5%,-0.2%,i,6%,5.7%,-2.9%,-4.8%,54,55,-1%,
COc1ccc(NC(=O)C2CCCN2C(=O)NCc2ccccc2)cc1 (stereo unspecified),-0.5%,-0.2%,i,10%,-0.6%,0.5%,0.9%,-7,-11,-4%,
CC(=O)Nc1ccc(/C(C)=N\NC(=O)c2ccc(-c3ccccc3)cc2)cc1,0.3%,nt,i,3%,1.1%,-2.4%,-4.7%,7,-6,nt,
O=C(NCCc1c[nH]c2ccccc12)N[C@@H](Cc1ccccc1)C(=O)O,-0.3%,0.0%,nt,18%,0.6%,nt,nt,nt,nt,-5%,
O=C(NCCc1c[nH]c2ccccc12)c1cccc(S(=O)(=O)Nc2ccccc2Cl)c1,0.9%,-0.9%,i,0%,19%,-1.8%,-2.9%,-17,-5,-10%,
Cc1cc(N2CCN(C)CC2)nc2ccc(NC(=O)CCC3CCCC3)cc12,0.0%,0.2%,nt,11%,3.7%,nt,nt,nt,nt,5%,
CC(=O)Nc1ccc(SCC(=O)c2c(N)n(Cc3ccccc3)c(=O)n(C)c2=O)cc1,1.4%,3.2%,i,6%,-2.3%,nt,nt,nt,nt,2%,
O=C(NCCNC(=O)c1ccccn1)c1ccc(Cl)cc1,0.0%,-0.2%,nt,9%,2.8%,nt,nt,nt,nt,-2%,
O=C(NCc1cccnc1)C1CC(=O)N(c2ccc(Cl)cc2)C1 (stereo unspecified),0.3%,2.0%,i,3%,-0.4%,-1.9%,-1.8%,-5,1,-2%,
Cc1nnc(C)c2c(C)n(C(C)c3ccccc3)c(C)c12 (stereo unspecified),1.3%,-0.4%,i,12%,21%,4.6%,-3.0%,-9,7,-21%,
O=C(N[C@@H](Cc1ccccc1)C(=O)OCc1ccccc1)c1nc[nH]c1C(=O)N1CCc2ccccc2C1,0.1%,-0.6%,i,10%,47%,nt,nt,nt,nt,-7%,
O=C(Cc1cccs1)N/N=C/C=C\c1ccco1,-0.3%,0.0%,i,32%,-0.1%,-2.3%,-2.1%,-7,-34,0%,
O=C(COc1ccc2c3c(c(=O)oc2c1)CCC3)NCCCN1CCOCC1,-0.3%,-0.1%,nt,5%,0.9%,nt,nt,nt,nt,-12%,
CC(Oc1cccc(Br)c1)C(=O)N1CCCN(C)CC1 (stereo unspecified),-0.2%,0.0%,nt,-7%,0.2%,nt,nt,nt,nt,-1%,
COC(=O)c1cccc(C(=O)Nc2ccc(C)cc2)n1,0.0%,2.9%,i,21%,-0.5%,5.0%,-3.0%,12,24,-11%,
O=C(N/N=C/c1sc(=O)n(Cc2ccc(Br)cc2)c1Cl)c1ccco1,1.8%,0.3%,nt,3%,19%,nt,nt,nt,nt,14%,
CC(C)OCCCn1c(=S)[nH]c2ccc(N3CCOCC3)cc2c1=O,0.2%,0.2%,i,15%,8.9%,-2.8%,-7.5%,3,-5,5%,NS5 inhibitors pilot replicate=-2.4
CCCCCC(=O)Nc1ccc(S(=O)(=O)Nc2cc(OC)nc(OC)n2)cc1,0.0%,2.3%[50 µM],nt,4%,2.3%,nt,nt,nt,nt,-5%,
CC1=C(C(=O)Nc2ccccc2)C(c2ccco2)C(C#N)=C(SCC(=O)OC(C)C)N1 (stereo unspecified),-0.1%,0.5%,i,17%,1.4%,2.1%,-3.0%,22,96,-5%,
O=C(CC(=O)NN=C1CCCC1)NCCc1ccccc1,-0.3%,0.3%,i,-5%,1.6%,0.4%,-4.5%,23,19,-2%,

# The last 4 entries of the section before lead into the next.
SMILES,West Nile antiviral,K1F lysis inhibition,Yfh1-depleted yeast,Large T inhibition,RSV antiviral HEp-2,ER stress rescue,XIAP displacement,WT yeast gro inh,WT yeast gro inh mutant strain,NS5 inhibitors,others
CC(C)OCCCn1c(=S)[nH]c2ccc(N3CCOCC3)cc2c1=O,0.2%,0.2%,i,15%,8.9%,-2.8%,-7.5%,3,-5,5%,NS5 inhibitors pilot replicate=-2.4
CCCCCC(=O)Nc1ccc(S(=O)(=O)Nc2cc(OC)nc(OC)n2)cc1,0.0%,2.3%[50 µM],nt,4%,2.3%,nt,nt,nt,nt,-5%,
CC1=C(C(=O)Nc2ccccc2)C(c2ccco2)C(C#N)=C(SCC(=O)OC(C)C)N1 (stereo unspecified),-0.1%,0.5%,i,17%,1.4%,2.1%,-3.0%,22,96,-5%,
O=C(CC(=O)NN=C1CCCC1)NCCc1ccccc1,-0.3%,0.3%,i,-5%,1.6%,0.4%,-4.5%,23,19,-2%,
CCOc1ccc(/C=N/NC(=S)NC2CC3CCC2C3)cc1 (stereo unspecified),-0.2%,nt,i,7%,1.4%,nt,nt,nt,nt,nt,
CSc1cccc(NC(=S)N(CCN(C)C)C(C)c2ccncc2)c1 (stereo unspecified),-0.2%,1.0%,i,7%,1.1%,nt,nt,nt,nt,-7%,
COc1ccc(N(C)S(=O)(=O)c2cccc(C(=O)Nc3cc(OC)ccc3OC)c2)cc1,-0.6%,0.1%,i,3%,8.2%,0.4%,-4.1%,13,-6,-1%,
CCc1ccccc1NC(=O)NNC(=O)c1ccc2ccccc2c1O,-0.5%,0.2%,nt,21%,0.6%,nt,nt,nt,nt,-2%,

# Source: PubChem BioAssay
